p53 reactivator: restores transcriptional activity of mutant p53; H1299 p53-A138V BP100-luciferase reporter, luminescence, 24 h; Potency, µM (top dose mostly 92.2 µM), for inactives: at the highest dose activity change, positive = activation, actives largely listed as activators; 0.063% of 320,000 active; also: potency is read from the fitted curve at half-maximal effect; % of control where 0% means no effect; nearly all actives have a fitted effect of over 45% in size
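p53-null H1299 cells stably carrying temperature-sensitive p53-A138V and a BP100-luciferase reporter were pinned with compounds (4-point, 1:5 series) and held 24 hrs at 37 deg C. Luminescence was read 10 min after detection reagent.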
Rab9 promoter act: Rab9 promoter activation | Potency, µM (titrated, usually from 9.22 µM), for the others: top-dose activation, negative = inhibition, most hits filed as activators | Huh7 Rab9 promoter-luciferase reporter, luminescence, 24 h | 2.8% of 320,000 active | AID 485297; also: potency is read from the fitted curve at half-maximal effect; % of control where 0% means no effect; nearly all actives have a fitted effect of over 60% in size
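Cell-based reporter: Huh7 stable for Rab9 promoter-driven luciferase, plated in reduced-serum medium with 10% FBS at 1500 cells/well, compound-treated 24 h at 37 °C, luminescence read after 10 min reagent.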
ELG1 DNA repair: blocks ELG1-dependent DNA repair in HEK293T cells | HEK293T ELG1-luciferase reporter, luminescence, 16 h; DNA damage induced by 5-fluorouridine | Potency, µM (highest dose often 46.1 µM), for the others: at the highest dose activity change, negative = inhibition, hits mostly inhibitors | 2.3% of 330,000 active; also: potency is read from the fitted curve at half-maximal effect; % is scaled to controls: 0 for no effect and ±100 for the full control effect; nearly all actives have a fitted effect of over 55% in size
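Step one: seed 2,000 cells per well. Step two: pin-transfer compound or DMSO alongside 5-fluorouridine. Step three: incubate 16 hr, 37 °C, 5% CO2. Step four: add ONE-Glo, wait 30 min, read luminescence.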
VP16 counter: Gal4-VP16 reporter inhibition counter-screen | Drosophila S2 Gal4-VP16 UAS-luciferase, luminescence, 20 h | Potency, µM (doses to about 53.6 µM), for the others: at the highest dose activity, negative = inhibition, actives largely listed as inhibitors | 3.5% of 310,000 active | AID 2546;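 also: Gal4-VP16 expression switched on by copper sulfate through the metallothionein promoter; potency is read from the fitted curve at half-maximal effect; % is scaled to controls: 0 for no effect and ±100 for the full control effect; nearly all actives have a fitted effect of over 50% in size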
TRPV1 agonist: human TRPV1 agonism. Q8NER1. TRPV1-expressing cells, Fluo-8 calcium influx, agonist mode. activation, % at 8.33 µM. 0.19% of 320,000 active. AID 540275; in the data active = activation above about 80%; inconclusive = between about 30% and that limit; also: 0% is about no effect
Target sequence (Q8NER1 whole entry, looked up): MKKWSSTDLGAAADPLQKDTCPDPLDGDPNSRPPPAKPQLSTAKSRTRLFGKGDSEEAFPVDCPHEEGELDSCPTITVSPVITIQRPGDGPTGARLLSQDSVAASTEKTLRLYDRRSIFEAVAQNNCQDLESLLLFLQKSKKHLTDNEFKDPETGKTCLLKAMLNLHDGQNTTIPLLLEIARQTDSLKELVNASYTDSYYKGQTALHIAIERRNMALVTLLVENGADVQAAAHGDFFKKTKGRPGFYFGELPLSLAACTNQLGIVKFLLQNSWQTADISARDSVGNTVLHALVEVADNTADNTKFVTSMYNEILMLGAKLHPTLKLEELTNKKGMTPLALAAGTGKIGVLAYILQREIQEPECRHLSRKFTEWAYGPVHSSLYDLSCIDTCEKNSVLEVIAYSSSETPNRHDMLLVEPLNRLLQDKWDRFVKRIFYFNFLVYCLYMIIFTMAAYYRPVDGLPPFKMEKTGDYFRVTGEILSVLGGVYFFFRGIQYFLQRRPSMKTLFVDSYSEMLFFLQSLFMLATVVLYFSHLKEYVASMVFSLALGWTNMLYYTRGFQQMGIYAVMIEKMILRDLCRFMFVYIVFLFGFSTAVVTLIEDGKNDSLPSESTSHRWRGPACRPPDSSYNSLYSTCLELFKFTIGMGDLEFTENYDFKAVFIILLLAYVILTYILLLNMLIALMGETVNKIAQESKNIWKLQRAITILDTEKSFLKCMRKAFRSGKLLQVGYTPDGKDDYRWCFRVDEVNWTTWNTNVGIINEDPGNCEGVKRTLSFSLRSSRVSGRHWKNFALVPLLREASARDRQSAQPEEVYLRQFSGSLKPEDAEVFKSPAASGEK
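Cells expressing TRPV1 were dye-loaded with Fluo-8 and read kinetically: 10 s baseline, 3 min after compound (agonist portion), then 2 min after EC20 capsaicin (allosteric enhancer portion). Calcium-bound dye fluorescence at 480/520 nm.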
ELG1 genotox: genotoxicity induction in ELG1-luciferase HEK293T cells; HEK293T ELG1-luciferase reporter, luminescence, 16 h; Potency, µM (top dose mostly 46 µM), for the others: at the top dose activity change, positive = activation, usual class: activators; 1.3% of 330,000 active; also: potency is read from the fitted curve at half-maximal effect; % of control where 0% means no effect; nearly all actives have a fitted effect of over 60% in size
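Reporter readout depends on ELG1 protein level, which increases with genetic stress. After 16 hr compound exposure at 37 °C, luciferase activity was quantified using ONE-Glo.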
BRCA1 expr up: increases BRCA1 expression. MCF7-BRCA1-FFLuc reporter, luminescence, 48 h; response scale: scaled: vehicle 0%, 10 µM genistein 100%. 1.1% of 380,000 active. Potency, µM (top dose mostly 46.1 µM), for inactives: at the top dose activation, hits mostly activators; also: potency is read from the fitted curve at half-maximal effect; nearly all actives have a fitted effect of over 80% in size; some results filed as inactive show a strong effect at the top dose
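Compounds are tested at multiple concentrations on MCF7 BRCA1-luciferase reporter cells seeded at 2000 per well; after 48 h, a single luminescence end-point is taken and curves fitted to the normalized data.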
Tb PFK inh: T. brucei PFK enzyme inhibition; 0.17% of 330,000 active; AID 485367; Potency, µM (titrated, usually from 57.5 µM), without a hit: at the top dose activity, negative = inhibition, most hits filed as inhibitors; O15648; T. brucei PFK, ADP-Glo luminescence;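 also: potency is read from the fitted curve at half-maximal effect; 0% = uninhibited 1x PFK enzyme wells and -100% = no-enzyme wells; nearly all actives have a fitted effect of over 60% in size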
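ADP-Glo luminescence quantified ADP after 45 min at room temperature, with 1.25 nM T. brucei PFK, 0.1 mM ATP and 0.5 mM fructose-6-phosphate in pH 8.0 TEA buffer. qHTS titrations up to 57 µM; curves classified by quality.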
FLuc counter: counter-screen for miR-21 project: firefly luciferase inhibitors or activators; Potency, µM (titrated, usually from 57.5 µM), for the others: top-dose activity change, negative = inhibition, usual class: inhibitors; 6.9% of 360,000 active; P08659; purified FLuc, Km substrates, luminescence inhibition;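 also: potency is read from the fitted curve at half-maximal effect; plate controls were vehicle for no effect and reference inhibitor for full effect; nearly all actives have a fitted effect of over 55% in size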
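Biochemical qHTS of compounds, final roughly 60 µM downward over six points, against 10 nM purified firefly luciferase using Km concentrations of substrates (10 uM D-luciferin, 10 uM ATP) in Tris acetate pH 7.5 buffer; luminescence output.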
NPC1 prom act: NPC1 promoter activation; 2.4% of 320,000 active; Huh7 NPC1 promoter luciferase reporter, 24 h; Potency, µM (titrated, usually from 9.22 µM), inactives show top-dose activation, most hits filed as activators;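 also: potency is read from the fitted curve at half-maximal effect; % of control where 0% means no effect; nearly all actives have a fitted effect of over 60% in size; reporter is driven by a mutant NPC1 promoter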
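Luminescence from an NPC1 promoter-driven luciferase reporter in stably transfected Huh7 cells was measured after 24 h compound treatment at 37 °C, followed by 10 min ambient incubation with luciferase detection reagent.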
RORg inh: blocks mouse ROR gamma transcriptional activity; Drosophila S2 Gal4-RORgamma UAS-luciferase reporter, 20 h; Potency, µM (series often up to 53.6 µM), without a hit: top-dose activity change, negative = inhibition, hits mostly inhibitors; 5.4% of 310,000 active; AID 2551; P51450; also: potency is read from the fitted curve at half-maximal effect; % is scaled to controls: 0 for no effect and ±100 for the full control effect; nearly all actives have a fitted effect of over 60% in size
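In this cell-based reporter format, copper sulfate (700 uM final) drives Gal4–ROR gamma fusion expression from a metallothionein promoter in Drosophila Schneider cells; compounds preincubated 1 hr, reporter read after 20 hr at ambient temperature.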
Starred values were filed as active, the others as inactive; ? = inconclusive; . = not tested or not shown; & = joins results of further samples; [ ] = another dose, or the depositor's remark. Unless noted, calls follow the shape of the dose curve; as a rule, active = well fitted curve in the direction sought with a large enough effect; inconclusive = small, poorly fitted or top-dose-only effect, or another doubt; inactive = no such curve, though single readings can be large; an effect the other way counts as inactive or inconclusive.

No.	SMILES	p53 reactivator	Rab9 promoter act	ELG1 DNA repair	VP16 counter	TRPV1 agonist	ELG1 genotox	BRCA1 expr up	Tb PFK inh	FLuc counter	NPC1 prom act	RORg inh
1	C/C(=N/NC(=O)c1ccc2c(c1)OCO2)c1ccc(Br)s1	12%	3.5µM*	?	?	?	?	57%	-2%	0%	?	2.8µM*
2	N/C(=N\OC(=O)COc1ccc([N+](=O)[O-])cc1)c1ccc(Br)cc1	-5%	-5%	11%	-4%	-4	2%	.	2%	-2%	-1%	5%
3	O=C(c1ccccc1N(Cc1ccccc1)S(=O)(=O)c1ccccc1)N1CCOCC1	-3%	0%	7%	6%	-6	-1%	-4%	-5%	-4%	5%	-34%
4	CCOC(=O)c1c(/N=C/N(C)C)sc(C)c1C	1%	0%	-8%	18%	2	13%	-26%	1%	3%	-6%	7%
5	COCCn1c(=O)[nH]c2cc(C(=O)N3CCN(c4cccc(Cl)c4)CC3)ccc2c1=O	-5%	-3%	?	-21%	4	-5%	-5%	-25%	2%	-2%	?
6	Cn1c(N)c(C(=O)COC(=O)c2cc3ccccc3cc2O)c(=O)n(C)c1=O	6%	.	2%	.	.	1%	-18%	-3%	.	.	.
7	CCOC(=O)C1CCN(c2nnc(N3CCCC3=O)s2)CC1	?	30%	?	12%	1	?	41%	-3%	?	?	19%
8	C=CCn1c(SCC(=O)c2c(N)n(C)c(=O)n(C)c2=O)nc2sc(C)c(C)c2c1=O	-1%	7%	?	-11%	1	-4%	5%	3%	4%	-1%	24%
9	CCCN(CC(=O)Nc1ccccc1C)C(=O)c1ccc2[nH]c3c(c2c1)CC(C)CC3 (centres undefined)	0%	2%	9.2µM*	.	3	-4%	-41%	-11%	-4%	-1%	.
10	CCc1ccccc1NC(=O)CSc1nnc([C@@H]2CCCN2C(=O)OC(C)(C)C)o1	-14%	-8%	1%	5%	-1	-7%	2%	-1%	0%	-1%	1%
11	CCN1C(=O)[C@@H]2[C@H](C1=O)[C@@H]1C(=O)Nc3ccccc3C(=O)N1[C@@H]2c1ccccc1	-5%	2%	14%	.	1	4%	0%	-5%	-2%	0%	.
12	Nc1nc(-c2cccnc2)nn1C(=O)Cc1ccccc1	16%	0%	?	-6%	-1	11%	-23%	-2%	-2%	-3%	0%

As entered above:
RORg inh, N/C(=N\OC(=O)COc1ccc([N+](=O)[O-])cc1)c1ccc(Br)cc1 = 5%
VP16 counter, Nc1nc(-c2cccnc2)nn1C(=O)Cc1ccccc1 = -6%

Going on with the list:
No.	SMILES	p53 reactivator	Rab9 promoter act	ELG1 DNA repair	VP16 counter	TRPV1 agonist	ELG1 genotox	BRCA1 expr up	Tb PFK inh	FLuc counter	NPC1 prom act	RORg inh
13	CCOC(=O)Cc1csc(NC(=O)COc2ccccc2OC)n1	-5%	3%	2%	-1%	5	0%	-4%	-1%	-4%	3%	-1%
14	CCOC(=O)CN(Cc1ccccc1)C(=O)OC(C)(C)C	5%	-1%	?	-13%&2%	15	6%	.	-2%	-1%	-1%	8%&-19%
15	Cc1cccc(N2CCN(Cc3nc(-c4cccc(Oc5ccccc5)c4)oc3C)CC2)n1	2%	0%	6%	-10%	2	-6%	-21%	0%	1%	-6%	?
16	CC(=O)Nc1ncnc2c1c(-c1ccc(Cl)cc1)nn2C(C)(C)C	-3%	-2%	3%	-7%	?	1%	-7%	-6%	0%	-1%	?
17	Cn1cccc1C(=O)OCC(=O)N1CCN(c2ccccc2)CC1	8%	.	0%	.	.	0%	8%	-2%	.	.	.
18	Cn1c(CCNC(=O)c2ccc(Cl)c(Cl)c2)nnc1SCc1ccc(Cl)c(Cl)c1	0%	-3%	4%	2%	9	0%	-59%	2%	1%	0%	11%
19	COc1ccc(NC(=O)COc2ncnc3ccccc23)cc1S(=O)(=O)N1CCOCC1	-1%	-2%	7%	13%	1	3%	-12%	-1%	-2%	-7%	29%
20	Cc1ccc(NS(=O)(=O)c2cccc([N+](=O)[O-])c2)nc1	20%	-1%	-3%	-21%	-4	7%	19%	-4%	-2%	0%	-1%
21	Cn1c(SCc2ccccc2C#N)nc2ccccc2c1=O	2%	-3%	4%	-12%	6	-5%	-10%	1%	?	-2%	6%
22	CCc1ccccc1NC(=O)c1cc2sccc2n1C	?	?	16%	14%	3	3%	3%	0%	?	1%	-4%
23	Cc1cc2c(cc3c(=O)n(CC(=O)NCCCN4CC(C)CC(C)C4)ncn32)s1 (centres undefined)	0%	2%	20%	-5%	0	1%	-5%	3%	-2%	-4%	-8%
24	COc1cccc(NC(=O)CN(C)CC(=O)NC(C)c2ccccc2)c1 (centres undefined)	-2%	-1%	-3%	-2%	-5	0%	5%	2%	-1%	1%	15%

(further entries)
No.	SMILES	p53 reactivator	Rab9 promoter act	ELG1 DNA repair	VP16 counter	TRPV1 agonist	ELG1 genotox	BRCA1 expr up	Tb PFK inh	FLuc counter	NPC1 prom act	RORg inh
25	Cc1ccc(S(=O)(=O)N2CCC[C@H]2C(=O)OCC(=O)Nc2ccc3c(c2)OCO3)cc1	-2%	.	20%	.	.	2%	-25%	-9%	.	.	.
26	COc1ccccc1CNC(=O)N/C=C/c1ccc(Cl)cc1	-4%	-4%	-2%	7%	-5	0%	-18%	-1%	-2%	-1%	23%
27	Cc1ccc(S(=O)(=O)c2nnn3c2nc(N2CCN(c4ccccn4)CC2)c2ccccc23)cc1	-3%	-4%	1%	4%	0	0%	-9%	1%	2%	-8%	-13%
28	Cc1ccccc1-n1c(SCC(=O)N2CCC(C(=O)O)CC2)nnc1-c1ccncc1	1%	12%	17%	-17%	0	10%	11%	5%	5%	-4%	5%
29	COc1ccc(NC(=O)CSc2nnc(-c3ccccn3)n2N)c(OC)c1	0%	-6%	-6%	-23%	2	1%	-2%	3%	5%	0%	-33%
30	Cc1ccc(-c2nnn(CC(=O)NCC3CC3)n2)o1	-3%	2%	0%	0%	-1	0%	1%	-3%	1%	0%	-2%
31	CNS(=O)(=O)c1ccc(OC)c(-c2nnc3c4ccccc4c(C)nn23)c1	2%	-3%	-6%	-9%	-4	-1%	5%	-2%	0%&0%	-2%	0%
32	COc1ccc(NC(=O)COC(=O)CC23CC4CC(CC(C4)C2)C3)c([N+](=O)[O-])c1	-2%	-7%	?	-25%	12	-3%	-33%	2%	-16%	-2%	41%
33	COCCNS(=O)(=O)c1cc(-c2nn(C)c(=O)c3ccccc23)ccc1C	-6%	6%	20%	7%	0	-1%	-13%	-8%	3%	0%	-20%
34	CCOC(=O)N1CCN(C(=O)COc2ccc3ccccc3c2Br)CC1	-3%	-1%	-17%	-1%	14	2%	-1%	1%	-3%	-2%	38%
35	CC(O)Cc1nsc(NC(=O)c2ccc(Br)o2)n1 (centres undefined)	2%	-3%[1.84 µM]	6%	-2%	1	-2%	14%	-11%	3%	-3%	-6%
36	O=C(CCNS(=O)(=O)/C=C/c1ccccc1)NCCc1c[nH]c2ccccc12	2%	11%	0%	-3%	-1	-7%	-12%	0%	6%	0%	4%

(cont.)
No.	SMILES	p53 reactivator	Rab9 promoter act	ELG1 DNA repair	VP16 counter	TRPV1 agonist	ELG1 genotox	BRCA1 expr up	Tb PFK inh	FLuc counter	NPC1 prom act	RORg inh
37	O=C(O)CCC(=O)N1CCN(c2ncccn2)CC1	1%	0%	-4%	-11%	3	0%	3%	?	-1%	5%	-1%
38	COc1cc(/C=C/C(=O)OCC(=O)NCCc2ccc(S(N)(=O)=O)cc2)ccc1OCC#N	7%	3%	12%	.	-1	0%	-26%	-3%	4%	0%	.
39	Cc1cc(C(=O)Nc2ccc(Nc3ccccc3)cc2)ccc1[N+](=O)[O-]	.	2%	?	-15%	?	-4%	-49%	5%	-16%	1%	?
40	Cn1cc(CNC(=O)C2CCC(=O)N(Cc3ccccc3F)C2)cn1 (centres undefined)	-9%	9%	12%	0%	5	3%	12%	-6%	1%	4%	-8%
41	COc1ccc(C2C(C(C)=O)=C(C)Nc3ncnn32)cc1 (centres undefined)	.	-1%	-1%	-11%	-5	2%	-12%	0%	0%	-2%	-10%
42	Cn1c(C(=O)O)c(CC(=O)NCC2COc3ccccc3O2)c2ccccc21 (centres undefined)	-1%	-4%	-9%	-9%	-1	-1%	8%	0%	4%	-2%	0%
43	CC(C)(C)OC(=O)C[C@@H]1C/C=C\C[C@@H](CC(=O)N(CCO)Cc2ccccc2)C(=O)N[C@H](Cc2c[nH]c3ccccc23)COC1=O	0%	.	?	.	.	-7%	-6%	0%	.	.	.

Source: PubChem (National Center for Advancing Translational Sciences (NCATS))
